FBPA Giardia inh – Giardia lamblia aldolase inhibition. A8B2U2. purified Giardia FBPA. Potency, µM (series often up to 59.6 µM), for inactives: at the highest dose activity, negative = inhibition, usual class: inhibitors. hit rate 0.71% among 290,000. AID 2451; note: potency is the fitted concentration of half-maximal effect; nearly all actives have a fitted effect of over 55% in size
Target sequence (A8B2U2 whole entry, looked up): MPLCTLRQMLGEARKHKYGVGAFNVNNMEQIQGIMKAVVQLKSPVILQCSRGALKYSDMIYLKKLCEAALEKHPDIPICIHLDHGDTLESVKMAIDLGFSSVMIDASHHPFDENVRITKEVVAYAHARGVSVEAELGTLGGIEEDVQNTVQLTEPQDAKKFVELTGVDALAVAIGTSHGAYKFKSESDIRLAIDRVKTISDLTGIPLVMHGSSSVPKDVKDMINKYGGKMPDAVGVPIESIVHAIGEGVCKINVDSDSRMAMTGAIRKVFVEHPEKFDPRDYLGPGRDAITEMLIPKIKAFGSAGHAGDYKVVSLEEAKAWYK
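Giardia FBPA (40 nM reagent) was preincubated 10 min at RT with compound (up to 57.5 uM final), then substrate plus GAPDH/TPI/NAD/arsenate coupling system with diaphorase/resazurin was added; resorufin fluorescence (525/598 nm) was read after 20 min.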
HCV inh – blocks hepatitis C virus; Huh7.5.1 HCVcc-Cre infection, luciferase reporter, 44 h; Potency, µM (top dose mostly 41.8 µM), for the others: at the top dose activity change, negative = inhibition, hits mostly inhibitors; hit rate 3.4% among 340,000; AID 651820; note: potency is the fitted concentration of half-maximal effect
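Cells (1,000/well) were plated 4 h before compound, then infected with HCVcc-Cre virus (~0.5 moi). After 44 h further culture, infection was read as luciferase luminescence following a 15 min substrate incubation at room temperature.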
Sm TGR block – blocks Schistosoma mansoni thioredoxin glutathione reductase | Q962Y6 | purified TGR, DTNB reduction, TNB absorbance 405 nm | Potency, µM (doses to about 114 µM), inactives show top-dose activity change, negative = inhibition, hits mostly inhibitors | hit rate 3% among 360,000 | AID 485364; note: potency is the fitted concentration of half-maximal effect; nearly all actives have a fitted effect of over 60% in size
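Kinetic colorimetric format: TGR-catalysed, NADPH-driven DTNB reduction monitored via TNB absorbance. Enzyme dispensed at 20 nM; compound exposure 15 min at room temperature before reaction start.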
AmpC inh detg – inhibitors of E. coli AmpC beta-lactamase with detergent; P00811; AmpC hydrolysis of nitrocefin, absorbance 480 nm, 0.01% Triton; Potency, µM (series often up to 114 µM), for the others: at the highest dose activity change, negative = inhibition, actives largely listed as inhibitors; hit rate 0.041% among 370,000;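 note: potency is the fitted concentration of half-maximal effect; 0% = no-compound wells and -100% = no-enzyme wells; nearly all actives have a fitted effect of over 25% in size; some results filed as inactive show a strong effect at the top dose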
Target sequence (P00811 whole entry, looked up): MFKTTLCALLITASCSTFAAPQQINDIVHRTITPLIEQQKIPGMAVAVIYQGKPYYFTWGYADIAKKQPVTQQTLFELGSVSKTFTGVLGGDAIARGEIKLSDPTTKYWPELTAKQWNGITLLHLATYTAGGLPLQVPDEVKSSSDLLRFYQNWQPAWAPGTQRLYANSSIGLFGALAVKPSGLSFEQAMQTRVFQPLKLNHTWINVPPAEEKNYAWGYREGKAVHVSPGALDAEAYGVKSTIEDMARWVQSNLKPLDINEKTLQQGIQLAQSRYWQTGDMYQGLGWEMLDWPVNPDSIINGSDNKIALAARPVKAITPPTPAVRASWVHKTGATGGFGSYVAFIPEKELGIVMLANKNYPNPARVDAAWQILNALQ
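20 mM phosphate pH 7.0 + 0.01% (detergent screen) or 0.0001% Triton X-100; 5.3 nM AmpC reagent; cpd preinc 15 min RT; nitrocefin (800 uM stock) to start; A480 q20 s × 4 min; Activity was normalised to no-enzyme and no-compound control wells.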
AMA1-RON2 inh – AMA1-RON2 (P. falciparum) interaction inhibition; AlphaScreen AMA1-biotinylated RON2 peptide binding; Potency, µM (highest dose often 58.2 µM), for inactives: at the top dose activity change, negative = inhibition, hits mostly inhibitors; hit rate 0.2% among 360,000;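 note: potency is the fitted concentration of half-maximal effect; 0% = vehicle wells and -100% = peptide control; nearly all actives have a fitted effect of over 45% in size; some results filed as inactive show a strong effect at the top dose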
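AMA1 (3D7) with his tag at 25 nM final met compounds first, then biotinylated RON2 peptide at 25 nM; detection used donor plus acceptor beads, 10 µg/mL apiece, read by AlphaScreen after 30 min at room temperature.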
HCMV inh – human cytomegalovirus inhibition | activity change, negative = inhibition, % at 57.5 µM | HFF cells, HCMV-luciferase reporter, 72 h; hits give low values | hit rate 4.5% among 410,000 | AID 1259415; in the data active = activity change below about -60%; inconclusive = no clear call, values can overlap the other calls; inactive = above about -39%
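Inhibition of viral replication was scored as loss of reporter luminescence in HFFs infected with HCMV-luciferase (MOI 1 PFU/cell) for 72 h; compounds tested at 2 doses, normalized to buffer and Salinomycin controls.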
* = called active by the depositor; ? = inconclusive; · = no result given; & = joins results of further samples; [ ] = dose if it differs, or a comment. Unless noted, calls come from the whole dose curve; as a rule, active = well fitted curve in the direction sought with a large enough effect; inconclusive = small, poorly fitted or top-dose-only effect, or another doubt; inactive = no such curve, though single readings can be large; an effect the other way counts as inactive or inconclusive. Unless noted, % is set by controls: 0 for no effect and ±100 for the full control effect.

SMILES | FBPA Giardia inh | HCV inh | Sm TGR block | AmpC inh detg | AMA1-RON2 inh | HCMV inh
CC(=O)OC1CCC2(C)C(CCC3C2CC(=NO)C2(C)C(C(C)OC(C)=O)CCC32)C1 (stereo unspecified) | · | 0.2% | · | · | -11.7% | 22.7
COCCc1nn2c(=O)cc(COC(=O)c3ccc(Br)cc3)nc2s1 | · | · | 89.1µM* | 21.2% | · | 16.6
C[C@H](CO)N1C[C@H](C)[C@@H](CN(C)CC2CC2)Oc2c(NS(=O)(=O)c3ccccc3)cccc2C1=O | · | 3.8% | · | · | -1.5% | -8.4
C[C@@H]1CN(S(=O)C(C)(C)C)[C@@H](CCO)/C1=C\CCO (stereo partly specified) | · | 15.9% | · | · | -1.1% | -2.7
C=C[C@@H]1c2cc(C)ccc2N(S(=O)(=O)c2ccc(C)cc2)[C@H](c2ccccc2)C1(C#N)C#N | · | 1.3% | -10.1% | -6.2% | 0.0% | -24.7
COc1ccc(-c2cc(OC(=O)c3ccc(F)cc3)c3c(C)oc(C)c3c(=O)c2)cc1OC | · | · | -35.3% | 16.3% | · | 1.1
CC(=O)C1C(c2cccc(Oc3ccccc3)c2)NC(=O)NC1(O)C(F)(F)F (stereo unspecified) | -0.3% | 15.6% | 10.9% | 0.3% | -11.0% | -34.8
N#CCC(=O)Nc1ncn(Cc2ccccc2Cl)n1 | -5.7% | 6.8% | 3.9% | 0.3% | 73.3%[activator] | 14.5
O=C(N/N=C/c1ccccc1Cl)c1n[nH]c2c1CCCC2 | 5.3% | 5.2% | -7.4% | ? | 10.7% | ?
COc1ccc(S(=O)(=O)Nc2ccccc2C)cc1 | -8.8% | -11.9% | 4.9% | 0.8% | -4.3% | 33.4

Structural class: the compounds so far containing nitrogen in an aromatic ring (3)
SMILES | FBPA Giardia inh | HCV inh | Sm TGR block | AmpC inh detg | AMA1-RON2 inh | HCMV inh
COCCc1nn2c(=O)cc(COC(=O)c3ccc(Br)cc3)nc2s1 | · | · | 89.1µM* | 21.2% | · | 16.6
N#CCC(=O)Nc1ncn(Cc2ccccc2Cl)n1 | -5.7% | 6.8% | 3.9% | 0.3% | 73.3%[activator] | 14.5
O=C(N/N=C/c1ccccc1Cl)c1n[nH]c2c1CCCC2 | 5.3% | 5.2% | -7.4% | ? | 10.7% | ?

Next structures follow.
SMILES | FBPA Giardia inh | HCV inh | Sm TGR block | AmpC inh detg | AMA1-RON2 inh | HCMV inh
Cc1cccc(NC(=O)COc2coc(CN3CCN(c4ccccc4)CC3)cc2=O)c1 | · | 1.6% | ? | 3.4% | -12.1% | -34.5
CC(C)CCNc1nc2ccccc2nc1NS(=O)(=O)c1cccs1 | -7.0% | 5.3% | 0.3% | 0.1% | 19.2% | -31.5
CN(C)CCOC(=O)c1sc2ccccc2c1Cl | -11.3% | 8.4% | -1.0% | ? | -0.5% | -6.0
O=C1NCCN(Cc2ccc(Cl)c(F)c2)C1CC(=O)N1CCc2ccccc2C1 (stereo unspecified) | -27.5% | 6.1% | 20µM* | -3.5% | -2.5% | -21.7
Cc1nc2ccc(NC(=O)CSc3nnc(C)s3)cc2[nH]1 | ? | 17.8% | 2.4% | ? | 0.9% | 17.1
O=C(CCN1CCCC1=O)NC1CCCc2c1cnn2-c1ccccc1F (stereo unspecified) | 11.5% | 14.1% | 0.6% | -13.4% | 3.1% | ?
CCOC(=O)c1cc2c(=O)[nH]c(C(Cl)(Cl)Cl)nc2o1 | -12.9% | -12.0% | 17.8µM* | -4.1% | -0.3% | -14.4
COc1ccc(CCNc2oc(-c3ccc(C)cc3)nc2C#N)cc1OC | -3.5% | ? | -9.6% | ? | -16.7% | -17.0
O=C(NC1CC1)c1sc2cc(F)ccc2c1Cl | · | -14.5% | -10.0% | ? | 0.0% | -11.3
NC(=O)CSc1nnc(-c2ccncc2)o1 | 5.9% | 21.7% | · | -4.8% | 0.0% | -25.7

Part of the list above, in markdown.
| canonical_smiles | FBPA Giardia inh | HCV inh | Sm TGR block | AmpC inh detg | AMA1-RON2 inh | HCMV inh |
| --- | --- | --- | --- | --- | --- | --- |
| COc1ccc(CCNc2oc(-c3ccc(C)cc3)nc2C#N)cc1OC | -3.5% | ? | -9.6% | ? | -16.7% | -17.0 |
| CCOC(=O)c1cc2c(=O)[nH]c(C(Cl)(Cl)Cl)nc2o1 | -12.9% | -12.0% | 17.8µM* | -4.1% | -0.3% | -14.4 |

Continuation:
SMILES | FBPA Giardia inh | HCV inh | Sm TGR block | AmpC inh detg | AMA1-RON2 inh | HCMV inh
CCCS(=O)(=O)c1ccc(COC(=O)c2cccc(NC(=O)C(C)C)c2)cc1 | -1.2% | ? | -35.9% | -11.6% | 20.3% | -11.7
COc1ccccc1NC(=O)c1sc2nc3n(c(=O)c2c1C)CCC3 | 10.2% | -1.4% | 1.9% | -15.6% | 12.2% | -33.9
COc1ccc(CC(=O)Oc2ccc(C)cc2C)cc1 | 1.9% | 19.0% | 9.1% | ? | 23.8% | -16.5
COc1cc(C(=O)NC2CC3CCCC(C2)N3CC(=O)Nc2ccccc2)cc(OC)c1OC (stereo unspecified) | 3.4% | -6.1%&-16.1% | ? | ? | -2.2% | 30.0
Cc1ccc(C)c(S(=O)(=O)N2CCN(c3ncccn3)CC2)c1 | 13.6% | -0.5% | · | 3.1% | -10.7% | -10.9
CN(C)c1ccc(C(=O)N=c2sccn2C)cc1[N+](=O)[O-] | · | -10.9% | -9.1% | 1.5% | -1.5% | 18.9
O=C(O)c1ccccc1-c1ccccc1C(=O)NCc1cccc(C(F)(F)F)c1 | 18.9% | -1.6% | -26.8% | -5.1% | -3.1% | -35.3
COC(=O)c1c(C)[nH]c(C(=O)COC(=O)CCNS(=O)(=O)c2cccc(C(F)(F)F)c2)c1C | · | -0.9% | -1.1% | 2.7% | 4.2% | 20.1
CCCn1cc(S(=O)(=O)c2ccccc2)c(=O)c2cc(F)c(N3CCCCCC3)cc21 | · | · | 2.7% | 0.4% | · | ?
O=C(Cn1[nH]c(=O)c2ccccc2c1=O)NCCN1C(=O)S/C(=C\c2ccccc2)C1=O | · | 11.2µM* | · | · | -2.2% | -0.2
O=c1[nH]c(/C=C/c2ccccc2OC(F)F)nc2c1cnn2-c1ccccc1 | 8.2% | -0.3% | 4.4% | ? | -16.0% | ?
Cc1ccc(C)c(-n2nnnc2Sc2nc([N+](=O)[O-])nn2C)c1 | -26.7% | 15.5% | 3.5% | -11.9% | 7.1% | -70.3*
CCOc1ccc(NC(=O)C/C(N)=N/O)cc1 | 2.7% | 18.3% | 6.0% | -0.3% | 25.9% | 11.6
CC1CN(C(=O)Nc2ccc3c(c2)OCO3)CC(C)O1 (stereo unspecified) | -10.4% | 18.5% | -18.0% | -0.8% | 20.7% | 48.7
Cc1[nH]c(=O)[nH]c(=O)c1S(=O)(=O)Nc1ccc(F)cc1F | -1.2% | 6.9% | -8.2% | -1.1% | -10.3% | 30.6
O=[N+]([O-])c1ccc(CSC2=NCCS2)cc1 | 2.7% | 24.2% | 4.5% | -17.8% | -5.9% | -29.9
O=C1C2C3C=CC(C3)C2C(=O)N1Nc1ccc([N+](=O)[O-])cc1[N+](=O)[O-] (stereo unspecified) | -8.5% | 15.8% | -9.2% | ? | -1.3% | 2.7
CNS(=O)(=O)c1cccc(C(=O)OCc2cc(C(C)=O)ccc2OC)c1 | -6.7% | ? | 2.82µM* | -2.2% | 6.8% | ?
O=C(O)Cc1ccc2oc(-c3cccnc3)nc2c1 | 4.8% | -4.1% | -3.0% | -11.8% | -8.1% | -34.3
O=S(=O)(/C=C/c1ccccc1)N1CCN(c2ccccc2)CC1 | 7.4% | -9.2% | 3.5% | ? | -8.0% | 53.1
CC(C)C[C@H]1CN=C(N(C)C)N1CC1CCCCCC1 | · | -1.7% | -10.6% | -9.6% | 15.2% | -3.0
COc1ccc(C(=O)NC(C(=O)NCC(=O)Nc2c(C)cccc2C)C(C)C)cc1 (stereo unspecified) | -0.4% | 12.3% | -12.6% | -2.5% | 5.2% | -9.3
Cc1ccc(CNC(=O)c2ccc(Cn3nc(C)c(Cl)c3C)o2)cc1 | 2.3% | 13.3% | 25.1µM* | 3.2% | -5.4% | -14.3
Cc1ccc2nc(N3CCN(S(=O)(=O)c4ccc(C)c(Cl)c4)CC3)c(C#N)cc2c1 | 0.3% | -24.9% | -5.0% | ? | 42.2%[activator] | -39.6
CCc1cc(OCCN(C)C)ccc1Cl | ? | 24.2% | -3.7% | -13.5% | 11.8% | 20.7
Cc1cccc(C(=O)N2CCC(Cc3ccccc3)CC2)c1[N+](=O)[O-] | 5.5% | ? | -15.5% | -5.0% | -6.1% | 39.7
CC1=NN(C(N)=S)C(=O)C1N=Nc1cc(Cl)ccc1Cl (stereo unspecified) | 19.8% | 19.0% | -20.0% | -9.4% | 98.6%[activator] | -1.0
COc1ccc(N(C(=O)c2ccccc2C)S(=O)(=O)c2cccs2)cc1 | -6.4% | ? | 2.4% | 6.6% | -9.1%[2.32 µM] | -76.9*
O=C1OC(Nc2ccc(F)c([N+](=O)[O-])c2)c2ccccc21 (stereo unspecified) | -0.4% | 5.9% | -0.6% | 7.9% | -11.9% | 59.7
Cc1cc(C)nc(Sc2ncnc3c2oc2ccccc23)n1 | 0.0% | ? | 2.7% | -0.1% | 19.3% | -39.3

A draw from above in order of count of non-hydrogen atoms, highest first.
SMILES | FBPA Giardia inh | HCV inh | Sm TGR block | AmpC inh detg | AMA1-RON2 inh | HCMV inh
COc1ccc(C(=O)NC(C(=O)NCC(=O)Nc2c(C)cccc2C)C(C)C)cc1 (stereo unspecified) | -0.4% | 12.3% | -12.6% | -2.5% | 5.2% | -9.3
Cc1cccc(C(=O)N2CCC(Cc3ccccc3)CC2)c1[N+](=O)[O-] | 5.5% | ? | -15.5% | -5.0% | -6.1% | 39.7
Cc1cc(C)nc(Sc2ncnc3c2oc2ccccc23)n1 | 0.0% | ? | 2.7% | -0.1% | 19.3% | -39.3
CC1=NN(C(N)=S)C(=O)C1N=Nc1cc(Cl)ccc1Cl (stereo unspecified) | 19.8% | 19.0% | -20.0% | -9.4% | 98.6%[activator] | -1.0
CCc1cc(OCCN(C)C)ccc1Cl | ? | 24.2% | -3.7% | -13.5% | 11.8% | 20.7

The listing continues.
SMILES | FBPA Giardia inh | HCV inh | Sm TGR block | AmpC inh detg | AMA1-RON2 inh | HCMV inh
CCCCSc1nnc(NC(=O)CCc2ccccc2)s1 | -3.0% | 19.1% | -22.3% | 5.0% | 15.5% | 16.8
N#C/C(=C(/O)c1ccco1)c1nc2ccccc2[nH]1 | -13.2% | 21.3% | 2.8% | 4.8% | 60.4%[activator] | -12.2
COc1ccc(CNC(=O)C[C@H]2C(=O)N(c3ccccc3)C[C@@H]2Cc2ccccc2)cc1 | 9.5% | -24.0% | 0.0% | -8.0% | -6.6% | 8.9
O=c1[nH]ncc(N2CCN(Cc3ccccc3)CC2)c1Cl | 2.3% | 15.7% | 8.5% | -0.7% | -6.1% | -13.6
Cc1csc(SC(C)C(=O)Nc2ccc(S(=O)(=O)N3CCCC3)cc2)n1 (stereo unspecified) | 8.8% | ? | -5.1% | -12.1% | -2.8% | 2.4
COc1ccc(-c2cccc(C(=O)NCC(=O)O)c2)cc1 | 6.6% | 14.7% | 7.1% | -5.5% | 3.8% | 34.5

Assay outcomes (PubChem)

Rows are unselected, and some 9.3% of all compounds hit somewhere here.
